# PI5P4Ka inh = PI5P4K alpha (human) kinase inhibition; P48426; PI5P4Kalpha enzyme, ADP-Glo luminescence, 60 min; stronger effect = lower value; max response, %; 330,000 compounds, 1.2% hits; AID 652105; active = max response of -50% or lower; inconclusive = between -30% and -50%; inactive = -30% or higher; also: value at the top dose of about 77 µM; % is scaled to controls: 0 for no effect and ±100 for the full control effect
#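 Luminescence from ADP-Glo served as readout of PI5P4Kalpha activity in a qHTS format. Reaction: enzyme, substrate, compound, ATP at 5 microM final, 60 min at RT.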
# WRN helicase inh = blocks human WRN helicase. AID 651768. WRN helicase unwinding, fluorescent forked duplex, kinetic. Potency, µM (series often up to 114 µM), inactives show at the highest dose activity change, negative = inhibition, hits mostly inhibitors. Q14191. 360,000 compounds, 0.46% hits; also: potency is read from the fitted curve at half-maximal effect; % is scaled to controls: 0 for no effect and ±100 for the full control effect; nearly all actives have a fitted effect of over 55% in size
#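 Enzyme (20 nM final) and test compound sit together 15 min at room temperature before substrate addition. Substrate is a single-forked duplex oligonucleotide (100 nM) labelled with fluorophore and quencher, with 2 mM ATP; helicase unwinding raises red fluorescence, read kinetically.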
# MmCpn inh = blocks the Methanococcus maripaludis chaperonin Mm-Cpn | 330,000 compounds, 0.031% hits | AID 504842 | purified Mm-Cpn ATPase, ADP Transcreener TR-FRET | Potency, µM (doses to about 76.9 µM), without a hit: at the highest dose activity, negative = inhibition, actives largely listed as inhibitors; also: potency is read from the fitted curve at half-maximal effect; % is scaled to controls: 0 for no effect and ±100 for the full control effect; nearly all actives have a fitted effect of over 80% in size
#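 ATPase turnover read by TR-FRET ADP competition (Eu cryptate antibody/ADP-d2, 665/590 nm): 10uM ATP final, 25nM Mm-CPN final, 30 min 37degC after 10-min compound preincubation, pH 7.4 Tris/KCl/MgCl2/DTT buffer.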
# EPAC1 ag = EPAC1 (human) agonism. AID 720707. O95398. EPAC1 agonist qHTS, biochemical assay; response scale: 100% = response to 6.5 mM cAMP. 360,000 compounds, 0.073% hits. Potency, µM (titrated, usually from 154 µM), for the others: at the highest dose activation, hits mostly activators; also: potency is read from the fitted curve at half-maximal effect; nearly all actives have a fitted effect of over 60% in size
#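 Fluorescent GDP-exchange assay: 100 nM EPAC1 with 250 nM Rap1B preloaded with BODIPY-GDP and 50 uM GDP; compounds tested as concentration series, 5 min at room temperature, then read every 5 min for 30 min (ex 480/em 540 nm); normalized to 6.5 mM cAMP.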
# PLK1 PBD inh = blocks phosphopeptide binding to human PLK1 polo-box domain | P53350 | Plk1 PBD binding of FITC phosphopeptide, fluorescence polarization | Potency, µM, for inactives: max response, negative = inhibition, hits mostly inhibitors | 360,000 compounds, 2.8% hits; also: potency is read from the fitted curve at half-maximal effect; series mostly up to about 57 µM; % is scaled to controls: 0 for no effect and ±100 for the full control effect; nearly all actives have a fitted effect of over 65% in size
# EPAC2 antag = EPAC2 (human) antagonism; EPAC2 GEF exchange of Rap1B-BODIPY-GDP, fluorescence; AID 720708; 360,000 compounds, 0.18% hits; Potency, µM (doses to about 114 µM), for the others: at the highest dose activity, negative = inhibition, most hits filed as inhibitors; also: potency is read from the fitted curve at half-maximal effect; % is scaled to controls: 0 for no effect and ±100 for the full control effect; nearly all actives have a fitted effect of over 45% in size; many of its hits are not listed in these tables
# Target sequence (Q8WZA2 whole entry, looked up): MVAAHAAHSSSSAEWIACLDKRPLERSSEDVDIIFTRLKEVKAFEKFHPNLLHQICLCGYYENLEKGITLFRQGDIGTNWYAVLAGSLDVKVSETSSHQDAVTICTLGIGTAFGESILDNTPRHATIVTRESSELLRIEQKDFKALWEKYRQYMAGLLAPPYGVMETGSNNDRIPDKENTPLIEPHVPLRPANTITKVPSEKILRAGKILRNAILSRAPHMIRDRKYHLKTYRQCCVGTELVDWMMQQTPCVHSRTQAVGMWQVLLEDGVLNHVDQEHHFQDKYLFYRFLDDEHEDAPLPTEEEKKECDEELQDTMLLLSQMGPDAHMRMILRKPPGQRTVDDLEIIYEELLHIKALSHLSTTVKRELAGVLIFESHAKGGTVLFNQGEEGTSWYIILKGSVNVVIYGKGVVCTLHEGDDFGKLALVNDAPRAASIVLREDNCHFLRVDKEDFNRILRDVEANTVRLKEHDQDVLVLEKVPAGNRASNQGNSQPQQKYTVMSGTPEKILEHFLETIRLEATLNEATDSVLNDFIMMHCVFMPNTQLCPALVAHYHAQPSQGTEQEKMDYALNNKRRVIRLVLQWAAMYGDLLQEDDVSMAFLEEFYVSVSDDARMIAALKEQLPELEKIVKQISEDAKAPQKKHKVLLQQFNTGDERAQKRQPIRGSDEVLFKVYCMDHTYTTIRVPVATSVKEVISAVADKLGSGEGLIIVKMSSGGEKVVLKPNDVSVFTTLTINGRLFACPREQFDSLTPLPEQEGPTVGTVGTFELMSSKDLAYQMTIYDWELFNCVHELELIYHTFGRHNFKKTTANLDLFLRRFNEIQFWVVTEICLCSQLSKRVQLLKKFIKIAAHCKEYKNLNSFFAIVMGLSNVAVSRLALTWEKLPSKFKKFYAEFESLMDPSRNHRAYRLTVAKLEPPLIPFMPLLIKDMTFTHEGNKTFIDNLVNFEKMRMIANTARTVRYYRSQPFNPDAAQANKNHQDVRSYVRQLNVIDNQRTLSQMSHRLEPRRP
# EPAC1 antag = blocks human EPAC1 exchange factor | EPAC1 GEF assay, Rap1b-BODIPY-GDP exchange fluorescence | Potency, µM (highest dose often 115 µM), inactives show at the highest dose activity change, negative = inhibition, actives largely listed as inhibitors | 360,000 compounds, 0.14% hits | AID 720709;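 also: potency is read from the fitted curve at half-maximal effect; plate controls were vehicle for no effect and positive control for full effect; nearly all actives have a fitted effect of over 50% in size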
# CCT modulator = modulators of cytosolic chaperonin (CCT/TRiC) activity | purified chaperonin ATPase assay, HTRF ADP detection, 30 min | activity change, % (no concentration beside the values), hits read low | 360,000 compounds, 0.3% hits | AID 651819; in the data active = activity change below about -30%; also: % is scaled to controls: 0 for no effect and ±100 for the full control effect
#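 ATPase activity: ADP formed was measured by HTRF Transcreener (665/615 nm ratio) after 30 min at 37 deg C with 10 uM ATP. Compounds screened at one 76 uM concentration against 40 or 20 nM TRiC in Tris pH 7.4/KCl/MgCl2/DTT buffer.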
# * marks the source's active call; other numbers are inactive results; ? = inconclusive; · = not tested or not shown; [ ] = another dose, or the depositor's remark. Unless noted, calls follow the shape of the dose curve; as a rule, active = well fitted curve in the direction sought with a large enough effect; inconclusive = small, poorly fitted or top-dose-only effect, or another doubt; inactive = no such curve, though single readings can be large; an effect the other way counts as inactive or inconclusive.
SMILES,PI5P4Ka inh,WRN helicase inh,MmCpn inh,EPAC1 ag,PLK1 PBD inh,EPAC2 antag,EPAC1 antag,CCT modulator
O=C(O)/C=C/c1ccc(S(=O)(=O)N2CCN(CCN3C(=O)C4C5C=CC(C5)C4C3=O)CC2)cc1 (centres undefined),1,6%,0%,5%,-6%,12%,-2%,-4.7
CC(C)CN(C(=O)COC(=O)c1ccccc1SCC(=O)NC1CCCCCC1)C1CCS(=O)(=O)C1 (centres undefined),-2,-6%,0%,-10%,-11%,17%,6%,0.8
O=C(Nc1nnc(-c2ccccn2)o1)c1cccc(Cl)c1,0,-1%,0%,-1%,-7%,-7%,-7%,-1.9
COc1ccc(C(=O)NNC2=CC(=O)CC(C)(C)C2)cc1OC,-3,9%,-1%,-3%,-2%,16%,14%,0.9
O=C(Nc1ccccc1C(=O)Nc1ccccn1)c1ccccc1F,1,5%,-9%,-6%,-1%,16%,-1%,0.9
OCC1(Cc2ccccc2)CCN(Cc2ccccn2)CC1,0,9%,-1%,0%,-13%,3%,-8%,-2.2
C=C(C)C(=O)N1CC2(CC(c3cccc(NC(=O)CC)c3)=NO2)C[C@H]1C(N)=O (some centres undefined),10,8%,0%,-12%,-2%,7%,-12%,0.7
CN(CC(=O)Nc1cc(Cl)ccc1-n1cncn1)Cc1ccccc1N1CCOCC1,0,-2%,·,-8%,8%,-10%,-9%,2.0
Cc1ccc2oc(-c3ccc(NC(=O)CC(C)C)cc3)nc2c1,·,7%,-2%,1%,-6%,8%,9%,2.1
COc1cc2ccccc2cc1C(=O)Nc1ccc(N2CCN(C)CC2)cc1,4,-12%,0%,2%,2%,-4%,-2%,-1.7
Cc1ccc(C)c(N2CCN(c3ccc(N4C(=O)COCC4=O)cc3[N+](=O)[O-])CC2)c1,-1,-5%,-3%,14%,-3%,-8%,3%,-1.4
O=c1cc(N2CCCCCC2)[nH]c(=O)n1-c1ccccc1Cl,0,5%,-4%,2%,-7%,10%,-17%,-1.7
CC1CCN(C(=O)C2CCN(C(=O)c3cc4sccc4n3Cc3ccc(F)cc3)CC2)CC1,·,-5%,1%,21%,-6%,-27%,-25%,0.0
CC/C(=C\c1ccc(Cl)cc1)c1ccncc1,2,-5%,·,9%,-9%,-25%,-14%,-2.4
CCc1ccc(S(=O)(=O)N/N=C(/C)c2ccncc2)cc1,-4,5%,-3%,2%,?,1%,-3%,1.2
OC(COC1CCCCC1)CN1CCN(c2ccccc2)CC1 (centres undefined),·,16%,1%,0%,-3%,7%,3%,-1.0
COC1OC(c2ccccc2)=C(c2ccc(C(N)=O)cc2)c2ccc(F)cc21 (centres undefined),19,-3%,·,9%,-1%,?,1%,0.3
O=C(NCCN1CCOCC1)c1cc(-c2ccc(F)cc2)on1,·,-2%,1%,5%,3%,-5%,-1%,0.6
O=C(Nc1ccc(Cl)c(Cl)c1)c1ccccc1,-2,6%,1%,-1%,2%,2%,-13%,-50*
O=C(NC(=O)c1csnn1)Nc1ccccc1Cl,-2,1%,-2%,5%,-7%,4%,7%,-0.9
COc1ccc(/C=N/n2c(SC)nnc2-c2ccccc2)cc1C,9,-15%,·,23%,0%,-4%,-27%,-1.4
Cc1ccc(NC(=O)C(NS(=O)(=O)c2cccc3nsnc23)C(C)C)nc1 (centres undefined),3,2%,-2%,-3%,-3%,2%,14%,1.3
CCOc1cc(C)c(S(=O)(=O)Nc2ccc(Cl)cn2)cc1C,·,-9%,0%,3%,-7%,-6%,-2%,-0.5
O=C(COC(=O)c1c2c(nc3ccccc13)CCCC2)c1cccs1,·,-18%,?,26%,-6%,-3%,-5%,-2.1
Cc1ccc(SCC(=O)NCc2ccncc2)cc1,4,-3%,1%,4%,-10%,25%,-2%,0.9

# Part of the list above in order of formula weight, largest number first.
SMILES,PI5P4Ka inh,WRN helicase inh,MmCpn inh,EPAC1 ag,PLK1 PBD inh,EPAC2 antag,EPAC1 antag,CCT modulator
Cc1ccc(C)c(N2CCN(c3ccc(N4C(=O)COCC4=O)cc3[N+](=O)[O-])CC2)c1,-1,-5%,-3%,14%,-3%,-8%,3%,-1.4
C=C(C)C(=O)N1CC2(CC(c3cccc(NC(=O)CC)c3)=NO2)C[C@H]1C(N)=O (some centres undefined),10,8%,0%,-12%,-2%,7%,-12%,0.7
O=C(COC(=O)c1c2c(nc3ccccc13)CCCC2)c1cccs1,·,-18%,?,26%,-6%,-3%,-5%,-2.1
CCOc1cc(C)c(S(=O)(=O)Nc2ccc(Cl)cn2)cc1C,·,-9%,0%,3%,-7%,-6%,-2%,-0.5
COc1ccc(/C=N/n2c(SC)nnc2-c2ccccc2)cc1C,9,-15%,·,23%,0%,-4%,-27%,-1.4
CCc1ccc(S(=O)(=O)N/N=C(/C)c2ccncc2)cc1,-4,5%,-3%,2%,?,1%,-3%,1.2
OCC1(Cc2ccccc2)CCN(Cc2ccccn2)CC1,0,9%,-1%,0%,-13%,3%,-8%,-2.2
O=C(NC(=O)c1csnn1)Nc1ccccc1Cl,-2,1%,-2%,5%,-7%,4%,7%,-0.9
Cc1ccc(SCC(=O)NCc2ccncc2)cc1,4,-3%,1%,4%,-10%,25%,-2%,0.9

# Following part.
SMILES,PI5P4Ka inh,WRN helicase inh,MmCpn inh,EPAC1 ag,PLK1 PBD inh,EPAC2 antag,EPAC1 antag,CCT modulator
CCOc1ccccc1NC(=O)C1CCCC1,4,4%,·,-15%,-12%,6%,-1%,-0.9
CCn1nc(C)cc1-c1n[nH]c(=S)n1N,3,-1%,0%,-1%,-3%,6%,10%,1.7
COc1ccc([C@H]2[C@H](C(=O)C(C)(C)C)N3N=Cc4ccccc4C3[C@]23N=C(c2ccccc2)OC3=O)cc1OC (some centres undefined),0,9%,-2%,9%,-8%,12%[57.1 µM],19%,-0.1
CCOC(=O)N1CCC(NC(=O)c2ccc3c(c2)ncn3C2CCCC2)CC1,8,1%,0%,-8%,-4%,3%,-6%,-0.1
COCCNC(=O)c1ccc(-c2csc(C)n2)cc1,1,2%,3%,5%,0%,12%,-1%,-1.5
O=C(Nc1ccccc1C(=O)Nc1cccnc1)c1ccccc1,6,-13%,-4%,-5%,-2%,6%,?,-5.5
O=C(O)CCCCCN1C(=O)C(=O)/C(=C(/O)c2ccccc2)C1c1ccccc1 (centres undefined),-13,-19%,2%[15.4 µM],4%,-14%,3%,-5%,-1.1
COc1cccc(C2C(C(=O)c3ccc(C)o3)=C(O)C(=O)N2CCN2CCOCC2)c1OC (centres undefined),-9,-3%,-2%,7%,6%,0%,-9%,-2.2
CNS(=O)(=O)c1cccc(C(=O)NCC(c2ccco2)N(C)C)c1 (centres undefined),-9,-3%,3%,10%,-5%,1%,12%,-0.7
O=C(NCc1cnc2ccccn12)C1CCC(=O)N(Cc2cccc(F)c2)C1 (centres undefined),3,-22%,0%,-2%,-10%,-1%,-6%,-2.0
COc1ccc(CNC(=S)Nc2ccccc2)cc1Cl,0,-12%,-7%,0%,-15%,-15%,-19%,3.1
COc1cccc(C(=O)NC(=S)Nc2ccc3c4c(cccc24)CC3)c1,1,-9%,-1%,4%,-5%,-3%,-5%,-3.9
Nc1cc(S(=O)(=O)N2CCOCC2)ccc1Oc1ccc(F)cc1,9,-12%,-1%,-13%,1%,-9%,6%,0.3
Cc1ccc(N=Cc2cc3c(cc2[N+](=O)[O-])OCO3)cc1[N+](=O)[O-],-65*,-5%,·,9%,?,?,0%,-0.1
Cc1nnc(NC(=O)CCC(=O)NCc2cccs2)s1,2,-1%,-2%,5%,-10%,-9%[57.1 µM],-8%,-1.6
C[C@@H](c1ccccc1)N1C[C@H](COCc2ccccc2)Oc2cc(N3CC[C@@H](N(C)C)C3)ccc2S1(=O)=O,8,1%,·,6%,4%,-18%,-3%,-0.6
O=C(c1ccc(Cl)cc1)N1CCC(O)(CSc2ccc(Cl)cc2)CC1,1,-10%,0%,20%,0%,-8%,-10%,1.1
Nc1[nH]c(C(=O)c2ccccc2)c(-c2ccccc2C(F)(F)F)c1C(=O)NCCc1cccs1,-7,-1%,·,?,0%,3%,1%,-0.8
CN1CCN(C(=O)/C(=C\c2cccs2)NC(=O)c2cccs2)CC1,-5,0%[57.1 µM],2%,-1%,7%,6%,26%,-1.8
CCOC(=O)CNc1c(-c2ccc(F)cc2)nc2cnccn12,3,1%,-7%,-5%,-16%,0%,?,0.8
Cc1ccccc1NC(=O)CSc1nc2c(c(-c3ccco3)c1C#N)CCCC2,·,-20%,2%,-6%,-2%,8%,4%,1.1
Cc1cc(C)n2nc(-c3cccnc3)nc2n1,2,-18%,2%,-2%,1%,9%,0%,-5.8
CCOC(=O)C1(C(F)(F)F)N=C(c2ccccc2F)OC(N(C)C)=N1 (centres undefined),2,-10%,1%,-2%,-2%,-23%,-7%,0.2
Cc1cc(C)cc(NC(N)=S)c1,-4,-32%[57.1 µM],-1%,4%,-2%,2%,-5%,-2.9
CNC(=O)CN(c1cc([N+](=O)[O-])ccc1OC)S(C)(=O)=O,12,-26%,1%,1%,-8%,-1%,-26%,-2.4

# More results.
SMILES,PI5P4Ka inh,WRN helicase inh,MmCpn inh,EPAC1 ag,PLK1 PBD inh,EPAC2 antag,EPAC1 antag,CCT modulator
O=C(NCCCNc1ccnc2cc(Cl)ccc12)c1ccccc1F,2,8%,1%,-16%,-3%,-5%,13%,0.8
CCOC(=O)N1CCN(C(=O)/C=C/c2ccc(C(C)(C)C)cc2)CC1,1,2%,-1%,-4%,-6%,-12%,-21%,-2.5
CC(C)[C@H](NS(=O)(=O)c1ccc2c(c1)OCCO2)C(=O)OCC(=O)Nc1cc(Cl)ccc1Cl,-8,-26%,1%,5%,30µM*,-2%,-3%,-1.1
NC(=O)N/N=C/c1ccccc1OCc1cccc2ccccc12,1,9%,2%,-7%,3%,3%,1%,-1.1
CCc1ccc2[nH]c3nc(N/N=C/c4cccc(O)c4)nnc3c2c1,-13,-34%,-5%,0%,-14%,6%,-12%,-2.0
COc1cccc(-c2nc(-c3ccccc3)[nH]c(=O)c2C#N)c1,-21,?,-1%,1%,-24%,-5%,-13%,1.4
Cc1ccn2cc(CCNC(=O)Cc3cccs3)nc2c1,0,1%,1%,9%,-3%,0%,-13%,-0.5

# High-throughput results (PubChem BioAssay)

# The list is partial (hit frequency here may not be typical).
